Bioassay records as filed in PubChem BioAssay.
EPAC2 antag: antagonists of human EPAC2; EPAC2 GEF exchange of Rap1B-BODIPY-GDP, fluorescence; Potency, µM (doses to about 114 µM), for the others: at the highest dose activity, negative = inhibition, usual class: inhibitors; 360,000 tested, 0.18% active; AID 720708; also: potency is read from the fitted curve at half-maximal effect; % is scaled to controls: 0 for no effect and ±100 for the full control effect; nearly all actives have a fitted effect of over 45% in size; many of its hits are not listed in these tables
Target sequence (Q8WZA2 whole entry, looked up): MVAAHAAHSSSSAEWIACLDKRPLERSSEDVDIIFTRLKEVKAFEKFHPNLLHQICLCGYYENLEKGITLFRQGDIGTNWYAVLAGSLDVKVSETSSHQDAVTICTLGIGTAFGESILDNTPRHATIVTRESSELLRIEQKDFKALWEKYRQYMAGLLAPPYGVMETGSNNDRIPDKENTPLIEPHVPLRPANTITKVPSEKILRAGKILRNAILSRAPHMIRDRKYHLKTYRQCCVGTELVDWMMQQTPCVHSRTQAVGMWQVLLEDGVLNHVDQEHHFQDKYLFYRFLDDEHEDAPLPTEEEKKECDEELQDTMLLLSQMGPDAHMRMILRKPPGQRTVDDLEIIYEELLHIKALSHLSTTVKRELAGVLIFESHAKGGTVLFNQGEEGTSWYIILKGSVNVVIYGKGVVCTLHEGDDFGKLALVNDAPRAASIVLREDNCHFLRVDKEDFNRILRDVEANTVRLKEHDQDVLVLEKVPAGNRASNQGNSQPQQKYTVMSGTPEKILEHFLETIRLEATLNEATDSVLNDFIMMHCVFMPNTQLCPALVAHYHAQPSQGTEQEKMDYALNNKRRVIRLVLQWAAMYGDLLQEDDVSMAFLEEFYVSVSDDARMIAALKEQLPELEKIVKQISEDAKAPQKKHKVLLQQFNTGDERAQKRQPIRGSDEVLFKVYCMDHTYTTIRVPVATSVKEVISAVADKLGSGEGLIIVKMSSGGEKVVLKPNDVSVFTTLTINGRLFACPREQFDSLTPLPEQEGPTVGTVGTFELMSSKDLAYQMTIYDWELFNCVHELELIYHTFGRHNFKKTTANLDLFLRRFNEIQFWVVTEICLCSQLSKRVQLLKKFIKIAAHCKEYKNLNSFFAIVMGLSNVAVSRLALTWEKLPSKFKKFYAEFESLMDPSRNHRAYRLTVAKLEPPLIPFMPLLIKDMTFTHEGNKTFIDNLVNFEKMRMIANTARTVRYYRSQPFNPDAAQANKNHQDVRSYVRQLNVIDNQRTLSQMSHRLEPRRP
aSyn rescue: rescues yeast growth from alpha-synuclein toxicity. Yeast expressing alpha-synuclein, growth rescue, BacTiter-Glo, 24 h. Potency, µM (top dose mostly 46.1 µM), for inactives: at the top dose growth rescue (activation), most hits filed as activators. 370,000 tested, 0.14% active; also: potency is read from the fitted curve at half-maximal effect; % of control where 0% means no effect; nearly all actives have a fitted effect of over 65% in size
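Rescue of yeast growth: cells expressing toxic alpha-synuclein, induced in galactose at OD600 0.02, incubated with compound 24 h at 30 C. ATP luminescence quantified growth; inhibitors of toxicity appear as activators.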
EPAC2 agonist: agonists of human EPAC2 (RAPGEF4). Q8WZA2. EPAC2 activation, biochemical qHTS; response scale: 100% = 6.5 mM cAMP response. Potency, µM (titrated, usually from 154 µM), for inactives: at the top dose activation, most hits filed as activators. 360,000 tested, 0.079% active; also: potency is read from the fitted curve at half-maximal effect; nearly all actives have a fitted effect of over 50% in size
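Compounds were titrated in qHTS against a Rap1B-BODIPY-GDP (250 nM) complex with EPAC2 (100 nM) and GDP (50 uM). BODIPY-GDP release tracked at 480/540 nm over 30 min at room temperature, normalized to 6.5 mM cAMP.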
Abeta rescue: restores growth of yeast expressing A-beta42 peptide | 410,000 tested, 0.063% active | Potency, µM (highest dose often 46.1 µM), for inactives: top-dose growth rescue, actives largely listed as activators | yeast expressing A-beta42, growth rescue, OD600, 48 h; response scale: 0% DMSO, 100% iron-clioquinol control | AID 1347071; also: potency is read from the fitted curve at half-maximal effect; nearly all actives have a fitted effect of over 55% in size
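Yeast growth medium received pinned compounds, then yeast cells expressing toxic A-beta were added; plates incubated at 30 C for 48 hr. Growth read as absorbance at 600 nm, normalized to DMSO and equimolar FeCl3 plus clioquinol controls.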
DRD3 antagonist: antagonists of human D3 dopamine receptor; P35462; D3R cells, DiscoveRx beta-arrestin luminescence, antagonist mode; stronger effect = lower value; max response, negative = inhibition, %; 360,000 tested, 2.5% active; AID 652054; in the data active = max response below about -50%; inconclusive = no clear call, values can overlap the other calls; also: % is scaled to controls: 0 for no effect and ±100 for the full control effect; mostly tested at two doses, the higher about 12 µM
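Cells plated overnight at 1500 cells/well, then exposed to library compounds with dopamine controls for 90 minutes at 37 degrees C. DiscoveRx reagent added for 30–60 minutes at room temperature; luminescence read, quantitative HTS format.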
DRD3 agonist: agonists of human D3 dopamine receptor. P35462. D3R DiscoveRx beta-arrestin cells, luminescence, 90 min. max activation, %. 410,000 tested, 0.58% active; in the data active = max activation above about 30%; also: 0% is about no effect; mostly tested at two doses, the higher about 12 µM
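Agonist mode: compounds and dopamine controls were applied to plated cells for 90 min at 37 degrees C after an overnight attachment at 1500 cells/well. Luminescent read-out followed 30 - 60 minutes at room temperature with DiscoveRx detection reagent.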
FUS suppressor: rescues growth of FUS-expressing yeast; 390,000 tested, 0.24% active; AID 1347120; Potency, µM (top dose mostly 76.6 µM), for the others: top-dose growth rescue (activation), hits mostly activators; S. cerevisiae FUS-expressing, growth rescue, OD600, 24 h;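 also: potency is read from the fitted curve at half-maximal effect; plate controls were DMSO vehicle for no effect and reference control for full effect; nearly all actives have a fitted effect of over 55% in size; some results filed as inactive show a strong effect at the top dose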
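Toxicity suppression screen in FUS-yeast. Cells induced with 2% galactose, starting OD 0.005, treated 24hr at 30C with compounds at multiple final concentrations; growth by OD600.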
TDP-43 yeast inh: inhibitors of TDP-43 toxicity in yeast; TDP-43 expressing yeast growth rescue, BacTiter-Glo, 24 h; Potency, µM (top dose mostly 46.1 µM), for inactives: at the highest dose growth rescue (activation), actives largely listed as activators; 410,000 tested, 1.8% active; also: potency is read from the fitted curve at half-maximal effect; % of control where 0% means no effect; nearly all actives have a fitted effect of over 50% in size
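Luminescence from BacTiter-Glo reports growth of TDP-43-expressing yeast after 24 hr at 30 deg C with compound. Cells were raffinose-pregrown to mid-log, then seeded in galactose medium at OD600=0.02.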
* hit, by the source's call; u = inconclusive; x = no result given; [ ] = dose if it differs, or a comment. Unless noted, calls follow the shape of the dose curve; as a rule, active = well fitted curve in the direction sought with a large enough effect; inconclusive = small, poorly fitted or top-dose-only effect, or another doubt; inactive = no such curve, though single readings can be large; an effect the other way counts as inactive or inconclusive.

SMILES	TDP-43 yeast inh	FUS suppressor	aSyn rescue	DRD3 agonist	EPAC2 agonist	DRD3 antagonist	EPAC2 antag	Abeta rescue
C=CCN(CC=C)Cc1ccc(C(=O)OC)o1	9%	-7%	-6%	-8	9%	22	15%	9%[9.22 µM]
O=C(NCCc1ccccc1)C1CCN(S(=O)(=O)c2cccnc2)CC1	17%	-7%	-1%	0	7%	0	4%	-3%
O=C(N/N=C/c1ccc(Br)o1)c1ccc2c(c1)OCCO2	-38%[inhibitor]	18%	4%	-7	-3%	-1	21%	-8%
Cc1cccc(N2CCN(C(=O)c3ccc(NC(=O)c4nsc5ccccc45)cc3)CC2C)c1 (stereo unspecified)	7%	44%	x	29	x	x	x	-6%
Cc1nnc(Nc2ccc3c(c2)ncn3C)c2ccccc12	-10%	-2%	-1%	-7	8%	u	2%	13%
COc1ccccc1CN1CC(C(=O)NCc2nc3ccccc3n2C)CCC1=O (stereo unspecified)	11%	x	0%	9	3%	-12	5%	6%
Cc1nnc(CN(C)C(=O)CC2C(=O)NCCN2Cc2ccccc2C)o1 (stereo unspecified)	11%	24%	21%	2	4%	-2	6%	6%
CCCOc1ccc(CN(CCO)CCO)cc1[N+](=O)[O-]	13%	16%	3%	1	1%	2	-1%	8%
O=c1[nH]c(Nc2ccc3c(c2)OCCO3)nnc1Cc1ccc(Cl)cc1	-23%	21%	0%	-10	5%	-24	12%	-1%
COc1ccc(OC(C)C(=O)N2CCC(C)CC2)cc1 (stereo unspecified)	-4%	9%	3%	-4	-3%	6	-15%	24%
CCCCCCc1nnc(N)s1	1%	11%	-1%	4	14%	-10	1%	7%
Cc1ccc(C)c(N2CCN(C(=O)c3cnn(-c4ccccc4Cl)c3C3CCN(C(=O)OC(C)(C)C)CC3)CC2)c1	15%	20%	x	4	x	x	x	10%
CCN(CC)C(=O)c1ccccc1NS(C)(=O)=O	-13%	-5%	-1%	-3	4%	1	3%	5%
CCc1ccc(-c2ccc(C(=O)O)c(C)n2)cc1	3%	12%	8%	5	3%	16	25%	2%
COc1ccc(CCN2C(=O)c3oc4cc(C)cc(C)c4c(=O)c3C2c2ccccc2F)cc1OC (stereo unspecified)	-2%	7%	x	-2	x	x	x	-8%
COc1cc2c(cc1OC)CN(C(=O)C1(c3ccccc3)CC1)CC2	15%	12%	7%	2	0%	-6	6%	0%
COc1ccc(Cl)cc1-c1cc(C(=O)Nc2ccc(F)cc2)[nH]n1	10%	-12%	3%	-19	5%	-69*	0%	-8%
Cc1ccc(NC(=O)COC(=O)c2ccn(C)n2)cc1	-23%	5%	4%	-18	7%	-19	-2%	6%
O=C(Nc1cc(S(=O)(=O)N2CCOCC2)ccc1N1CCCC1)c1ccc(Cl)cc1	-90%[inhibitor]	9%	0%	-9	5%	-5	5%	-64%[inhibitor]
O=C(COc1ccccc1F)Nc1ccccc1C(=O)OCc1cc(=O)n2nc(C3CC3)sc2n1	17%	-19%	x	2	x	x	x	-8%
OCCN=Cc1c(O)[nH]c2ccccc12	7%	-16%	2%	1	-1%	-11	8%	15%
Cc1ccc(OC(=O)CCC(=O)Nc2ccc(Br)cc2)cc1	0%	x	-1%	3	-1%	6	1%	15%
COc1ccccc1C(=O)NC(=O)OCCn1c(C)cnc1[N+](=O)[O-]	-2%	-9%	0%	0	3%	-2	6%	-9%
Cn1c2c(c(=O)n(C)c1=O)C(C(F)(F)F)(C(F)(F)F)N=C(c1ccccc1Cl)N2	3%	20%	-20%	-3	12%	30	-1%	-13%
O=C(Nc1ccc([N+](=O)[O-])cc1)N1CCCCC1	0%	-18%	-3%	-8	1%	-19	-2%	x
CCCCNC(=O)c1ccccc1C(=O)NC1(C(=O)NCCCC)CCCC1	-19%	5%	-3%	10	5%	-1	19%	-9%
Cc1c(OCC(=O)N(C)C)ccc2c(-c3ccccc3)cc(=O)oc12	4%	6%	5%	0	-2%	1	-4%	-24%
O=C(Cn1cc(S(=O)(=O)N2CCN(c3ccccc3F)CC2)c2ccccc2c1=O)Nc1cccc(C(F)(F)F)c1	13%	28%	x	1	x	x	x	-6%
O=C(c1nn2c(C(F)(F)F)cc(-c3ccccc3)nc2c1Cl)N1CCOCC1	3%	25%	-1%	0	-1%	24	4%	1%
Cc1ccc(S(=O)(=O)Nc2nncs2)cc1	-15%	-9%	-10%	-1	15%	-60*	-4%	-2%
COc1ccc2nc(NC(C)=O)sc2c1	21%	27%	-6%	8	-1%	11	8%	-7%
CCN(C(=O)c1cccs1)C1CCS(=O)(=O)C1 (stereo unspecified)	-29%	9%	-5%	-4	5%	-25	2%	4%
Cc1cc(=O)oc2cc(NC(=S)NCc3cccnc3)ccc12	23%	-12%	-1%	-6	3%	20	-21%	-11%
COc1cc2c(cc1OC)CN(S(=O)(=O)/C=C/c1ccccc1)CC2	8%	11%	12%	8	20%	27	5%	-20%
Cn1c(=O)n(CCOc2ccc([N+](=O)[O-])cc2)c2ccccc21	15%	12%	5%	-10	1%	5	5%	-7%
Cc1c(CN2CCC(CO)(CCOc3ccccc3)CC2)[nH]c2ccc(Cl)cc12	-25%[1.82 µM]	u	-41%[inhibitor]	2	13%	17	-9%	-1%
Cc1ccc(C(=O)Nc2cc3c(oc2=O)CCCC3=O)cc1	0%	7%	0%	0	-2%	19	1%	-4%
COc1cccc(C(=O)OCc2ccccc2C#N)c1O	20%	-35%	1%	-4	-2%	-17	-2%	0%
Cc1ccc(Cl)cc1N1CCN(S(=O)(=O)c2cc(Br)cc3c2N(C(=O)C2CC2)CC3)CC1	1%	-6%	x	1	x	x	x	-7%
CCOC(=O)c1ccccc1NC(=O)c1cc2sccc2n1C	3%	7%	5%	24	9%	15	-5%	7%
Nc1nc(Nc2cccc(Cl)c2)n[nH]1	-22%	32%	8%	6	10%	u	-6%	-3%
CSc1ccccc1OCc1cc(C(=O)NC2CCOC(C)(C)C2)no1 (stereo unspecified)	21%	x	-2%	-3	-7%	-10	-3%	-6%
COc1cc(NC(=O)c2cc([N+](=O)[O-])ccc2NC(=O)CN2CCN(c3ccccn3)CC2)cc(OC)c1	-15%	x	0%	-9	1%	13	7%	1%
CNc1csc(C)c(C)c1=O	-27%	-21%	0%	10	0%	-10	7%	-20%
N#Cc1c(SCC(=O)Nc2ccc(Cl)cc2Cl)sc2c(O)cc(=O)[nH]c12	-11%	20%	-2%	17	0%	9	-4%	-16%
COc1ccc(Nc2cc(Cl)ccc2C(=O)O)cn1	10µM*	-11%	4%	-2	7%	-16	2%	-4%
Cn1c(C(O)c2ccc3c(c2)OCO3)nc2ccccc21 (stereo unspecified)	2%	-6%	-3%	0	2%	u	12%	12%
Cc1c(Br)c([N+](=O)[O-])nn1C(C)C(=O)N1CCc2ccccc2C1 (stereo unspecified)	28%	13%	17%	-1	9%	-14	5%	20%
Cc1ccc(-c2nn(-c3ccccc3)cc2/C=C/C(=O)O)o1	u	25%	0%	2	-1%	-5	-2%	-21%
Nn1c(SCC(=O)Nc2ccc(F)cc2)nnc1-c1ccccn1	-10%	13%	-12%	-1	4%	-3	10%	9%
Cc1cccc(NC(=O)c2cnc3ccccn3c2=O)c1	12%	-35%	0%	-5	1%	7	0%	0%
CN(C)C(=O)c1cccc(-c2cc(NC=O)c3ncc(-c4ccc(F)c(Cl)c4)n3c2)c1	-6%	u	15%	-7	-5%	31	15%	-3%
O=C(CCOc1ccccc1)Nc1ccc(S(=O)(=O)Nc2ncccn2)cc1	5%	-11%	4%	-2	3%	4	4%	-8%
CCOc1ccccc1N1CCN(C(=O)c2csc(C)c2CC)CC1	x	19%	4%	17	8%	21	0%	0%
CSc1ccc(C(=O)Nc2cc(S(=O)(=O)N3CCOCC3)ccc2N2CCOCC2)cc1[N+](=O)[O-]	0%	1%	1%	-1	5%	1	3%	-7%
CC(C)(C)S(=O)N1Cc2cc(CO)cc(CCO)c2[C@@H]1CCO (stereo partly specified)	2%	-4%	0%	-10	10%	5	0%	-12%
CC([NH2+][O-])C(C)(C)NO (stereo unspecified)	6%	-16%	4%	0	-8%	u	12%	-31%[inhibitor]
CCc1ccc(NC(=O)CC2C(=O)N(c3cccc(OC)c3)C(=O)N2Cc2ccc(F)cc2)cc1 (stereo unspecified)	19%	43%	x	-1	x	x	x	13%
O=C(OCC(=O)c1c[nH]c2ccccc12)c1ccc([N+](=O)[O-])s1	-93%[inhibitor]	-2%	-76%[inhibitor]	-1	13%	-8	u	-92%[inhibitor]
N#Cc1c(Nc2ccc(F)cc2)sc(C(=O)c2ccc(F)cc2)c1N	2%	8%	-3%	2	1%	13	2%	11%

Other records follow.
SMILES	TDP-43 yeast inh	FUS suppressor	aSyn rescue	DRD3 agonist	EPAC2 agonist	DRD3 antagonist	EPAC2 antag	Abeta rescue
COc1ccc(S(=O)(=O)Nc2ccc3c(c2)C(=O)N([C@H](C)CO)C[C@H](C)[C@@H](CN(C)S(=O)(=O)c2cn(C)cn2)OCCCC[C@H](C)O3)cc1	4%	38%	-1%	4	-7%	21	-15%	8%
CC(C)(C)c1ccc(N=C2SCC(=O)N2Cc2cccs2)cc1	-4%	31%	-6%	-11	6%	-23	u	u
Cc1nn(Cc2ccccc2)c(C)c1NC(=O)CCCn1nc([N+](=O)[O-])c(Cl)c1C	1%	8%	2%	-4	6%	16	-6%	2%
CC(C)N1CC(C(=O)Nc2ccc(S(=O)(=O)N3CCCCC3)cc2)CC1=O (stereo unspecified)	-11%	-10%	-4%	9	10%	10	2%	-11%
CCc1ccccc1NC(=O)N1CCN(c2cc(-c3noc(C)n3)ccc2C)CC1	4%	-6%	-2%	-10	x	x	x	-8%
Cc1cc(SCC(=O)N2CCCC2=O)nc2ccccc12	7%	1%	12%	-15	1%	-5	-2%	3%
COc1cccc(C(=O)NCCS(=O)(=O)NCc2cccs2)c1	6%	6%	-6%	5	-5%	18	-17%	3%

These rows are one share of the data; the hit share may differ from the screen's.
